Pf Dd2 growth – blocks in vitro growth of P. falciparum Dd2; 120,000 compounds, 4.3% hits; P. falciparum Dd2 growth, SYBR Green, 72 h; Potency, µM (doses to about 28.9 µM), for the others: at the highest dose activity, negative = inhibition, usual class: inhibitors; AID 1347417; active = well fitted inhibition curve with a large enough effect; inconclusive = small, poorly fitted or top-dose-only effect; inactive = no such curve, though single readings can be large or run the other way;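 note: plate controls were DMSO vehicle for no effect and reference drug for full effect; nearly all actives have a fitted effect of over 65% in size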
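Infected erythrocytes (Dd2, 0.3% parasitemia, 2.5% hematocrit final) are added to compound in RPMI-1640/Albumax II medium, grown 72 h at 37C in low oxygen, then lysed with saponin/Triton-X containing SYBR Green and read by fluorescence.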
* marks the source's active call; other numbers are inactive results; i = inactive; ? = inconclusive; [ ] = another dose, or the depositor's remark. Potency is the fitted concentration of half-maximal effect. An excerpt; rates above refer to the full screens.

SMILES | Pf Dd2 growth
CCc1ccc(S(=O)(=O)c2nnn3c2nc(NCc2ccccc2)c2cc(Cl)ccc23)cc1 | ?
Cc1cc(=O)n(CC(=O)Nc2ccccc2C)c(N2CCN(c3ccccc3)CC2)n1 | ?
CC(C)CCn1c(/C=C/c2ccccc2)nc2ccccc21 | -24.4%
COc1ccc(-n2nc3cc(C)c(NC(=O)c4ccc(C)cc4C)cc3n2)cc1Cl | 5.8%
Cc1nn2c(c1-c1ccccc1Oc1ccccc1)N(C(=O)Cc1ccc(O)cc1)CCC2 | 8.91µM*
Cc1ccc(CSCC(=O)NCc2ccc(F)cc2)cc1 | 14.9%
COc1cc(CCC(=O)N2CC(c3noc(C4CCCN4C)n3)C2)on1 (stereo not drawn) | 0.7%
CNc1ccc(-c2noc([C@@H]3CCCN3Cc3cccc(OC)c3)n2)cn1 | -7.9%[44.1 µM]
CC1(c2cccnc2)N(CCOc2ccccc2)C(=O)OC12CCN(C(=O)Cc1cccc(F)c1)CC2 (stereo not drawn) | ?
Cc1noc(C)c1-c1cc2cc(CO)oc2c(N2CCS(=O)(=O)CC2)n1 | i
Oc1ccccc1CN1CCNc2cc(-c3ccccc3)ncc2C1 | ?
COc1cccc(CN2Cc3nc(-c4cc(Cl)ccc4OC)ccc3OCC2=O)c1 | -20.0%[44.1 µM]
O=C(CC1CCCC1)NCC(=O)N1CCCCCCNC(=O)CC1c1ccccc1 (stereo not drawn) | 0.7%
O=C(NCc1nnc2ccc(-c3ccccc3)nn12)c1cc(Cl)ccc1F | ?
CN1CCC(N[C@H]2CC(C)(C)[C@@H]3C[C@@](C)(O)CC[C@]23CCC(=O)NCc2cccnc2)CC1 | 17.2%
O=C(CC[C@H]1NC(=O)c2ccccc2NC1=O)NCCCc1nc2ccccc2[nH]1 | -10.1%
Fc1ccc(N2CCN(c3nc4ccccc4c4nc(-c5ccccc5)nn34)CC2)cc1 | 3.8%
COCCNC(=O)C(C)[C@@H]1CCc2c(C)cc(OCC(=O)O)c(C)c2C1 (stereo partly drawn) | -10.6%[44.1 µM]
CC(C)N1CCCC2(CCN(C(=O)C3(Cn4ccnc4)CC3)C2)C1=O (stereo not drawn) | -8.6%
CCNC(=O)CCc1c(C)nn(-c2cccc(C)c2)c1Oc1ccccc1C | -6.5%
CCOc1ccccc1Nc1cc(-c2ccccc2)nc(C)n1 | ?
Cc1cc(C)n(CC(=O)N(C)C2CCc3nn(CC4CC4)c(=O)n3CC2)n1 (stereo not drawn) | 10.4%
COc1cc(Nc2nc(-c3cccc(OC)c3OC)no2)cc(OC)c1OC | ?
Cc1cccc(-c2nocc2CCC(=O)NCc2ccc(F)cc2F)c1 | i
CO[C@H]1C(=O)N(C(C)C)[C@H]1C1CCN(Cc2ccc(F)cc2F)CC1 | i

Continued.
SMILES | Pf Dd2 growth
Cc1ccc(CNS(=O)(=O)c2c(C(=O)N3CCC(C)CC3)c(C)n(C)c2C)cc1 | 12.2%
N#CC1=C(N)N(c2ccc(Cl)cc2)C2=C(C(=O)CCC2)C1c1cc(CN2CCOCC2)cs1 (stereo not drawn) | 12.6µM*
Cc1cc2ccccc2n1CCC(=O)N1CC[C@@](C)(O)[C@@H](O)C1 | -8.6%
CCn1nccc1C(=O)N1C[C@@H](CO)[C@H](c2ccncc2)C1 | 30.7%
COc1ccc(CCC(=O)NCc2nc3cccnc3n2Cc2ccc(C)cc2)cc1 | ?
O=C(C1CCC1)N1CCC(Oc2cccnc2)C1 (stereo not drawn) | 4.3%
CS(=O)(=O)CCC(C(=O)Nc1cccc(C(F)(F)F)c1)N1Cc2ccccc2C1=O (stereo not drawn) | 4.2%
CCc1cccc(-n2c(C)nc3c(cnn3-c3ccc(C)c(C)c3)c2=O)c1 | -18.1%
COc1ccc2[nH]c(=O)c(CCC(=O)N(C)CCc3ccccc3)cc2c1 | -21.3%
COc1ccc(OC)c(NC(=O)C2CCN(c3cnc4nccnc4c3)CC2)c1 | ?
CSCCC(NS(=O)(=O)c1ccc2c(c1)oc(=O)n2C)C(=O)Nc1ccc(F)c(Cl)c1 (stereo not drawn) | 9.7%
Cc1nccc(-c2ccccc2)c1C(=O)N1CCOCC1CC(=O)N(C)C (stereo not drawn) | -8.4%
Cn1ncc(N2CCC(CNC(=O)c3ccccc3-c3ncn[nH]3)C2)cc1=O (stereo not drawn) | 1.8%
CCOc1ccc(-c2cc(C(=O)Nc3ccc(NC(C)=O)cc3)no2)cc1 | ?
Cc1ccc(-c2nc3nc(C)cc(N4CCN(c5cccc(C)c5)C(C)C4)n3n2)cc1 (stereo not drawn) | -4.7%
COc1ccc(C(=O)NCC23CCC=C2N(C)C(=O)CC3)cn1 (stereo not drawn) | -27.4%
Cc1nn(CC(=O)NCc2ccc(N(C)C)cc2)c(=O)c2nc(C(C)C)sc12 | i
Cc1ccc(NS(=O)(=O)c2ccc3c4c(cccc24)C(=O)N3)c(C)c1 | i
O=[S+]1([O-])NCC2(CCCN(Cc3ccncc3)C2)Oc2ncccc21 (stereo not drawn) | 116.0%[activator]
Fc1ccc(N2CCN(Cc3cccn3-c3nnc(N4CCN(C5CCCCC5)CC4)s3)CC2)cc1 | ?
COc1ccc(C(=O)N2CCCCCC2c2nc(-c3cccnc3)no2)cc1 (stereo not drawn) | -14.8%
CN(Cc1ccccc1Cl)C(=O)c1coc(COc2ccc3c(c2)OCO3)n1 | 1.7%
CC1(C)[C@H](Cc2cc(COc3ccccc3)on2)C[C@@H]1NC(=O)c1ccnc(Cl)c1 | ?
O=C(C1CCCO1)N1CCCC(c2ccccc2)(c2ccccc2)C1 (stereo not drawn) | -12.1%
COc1ccc(NC(=O)c2cc3ccccc3o2)c(OC)c1 | ?

Five entries drawn at random from those above:
SMILES | Pf Dd2 growth
O=C(C1CCC1)N1CCC(Oc2cccnc2)C1 (stereo not drawn) | 4.3%
O=[S+]1([O-])NCC2(CCCN(Cc3ccncc3)C2)Oc2ncccc21 (stereo not drawn) | 116.0%[activator]
Cc1nccc(-c2ccccc2)c1C(=O)N1CCOCC1CC(=O)N(C)C (stereo not drawn) | -8.4%
CN(Cc1ccccc1Cl)C(=O)c1coc(COc2ccc3c(c2)OCO3)n1 | 1.7%
COc1ccc(OC)c(NC(=O)C2CCN(c3cnc4nccnc4c3)CC2)c1 | ?

(further entries)
SMILES | Pf Dd2 growth
O=C(NCCc1ccncc1)C1CC(=O)N(c2n[nH]c3cccc(F)c23)C1 (stereo not drawn) | -11.8%
CCCn1c(C)c(CC(=O)NC(C)Cn2cccn2)c2c1CC(C)(C)CC2=O (stereo not drawn) | ?
COc1ccc(-c2ccc3nnc(CNC(=O)c4cccc(NC(C)=O)c4)n3n2)cc1 | ?
CSc1nn(Cc2ccc(C)cc2)c(N)c1S(=O)(=O)c1ccccc1 | -21.4%
O=C(c1cccc(F)c1)N1CCC2(CC1)N=C(c1ccc(Br)cc1)NO2 | i
CCn1cc(CN(C)C(=O)CCc2nc(-c3ccccc3OC)no2)cn1 | -0.7%
O=C(c1cnccn1)N1[C@H]2CC[C@@H]1c1cnc(-c3ccc(F)cc3)nc1C2 | ?
CN1CCN(C(=O)Cc2c[nH]c3ncc(-c4cccc(F)c4)cc23)CC1 | ?
COC(=O)c1c(NC(=O)CCCOc2ccc(C(C)(C)C)cc2)sc2c1C(C(=O)OC)CC2 (stereo not drawn) | ?
COc1ncc(C(=O)N2CC[C@](C)(O)[C@@H](O)C2)nc1OC | -21.7%
COc1cc(CN2CC[C@H](c3nc4ccccc4o3)C2)cc(OC)c1OC | ?
Cc1cc(C(=O)N2CCc3c(nc[nH]c3=O)C2)c2cc(Cl)ccc2n1 | -3.9%
CN(C)S(=O)(=O)N(CC(=O)NCCSCc1ccc(Cl)cc1Cl)c1ccccc1 | 6.7%
COc1ccc(C(=O)N2C[C@@H](Oc3cccnc3)C[C@H]2C(N)=O)cc1 | 3.5%
C1CCC(COCCc2noc(C3CNC3)n2)C1 | ?
CC1(c2noc(C3CC3)n2)CCN(C(=O)CNc2ccc3nnc(-c4cccnc4)n3n2)CC1 | -15.0%
CCOC(=O)c1c(C)[nH]c(C)c1S(=O)(=O)N1CCC(C(=O)N2CCN(c3ccc(Cl)cc3)CC2)CC1 | i
O=C(c1ccccc1Cl)N1CCCN(c2nc3ncccc3o2)CC1 | 6.1%
Cc1ccc(CC(=O)N2CCN(c3cc(-c4cccs4)[nH]n3)CC2)cc1 | -5.9%
COc1ccc(CNC(=O)N2C[C@@H](Oc3ccccc3)C[C@@H]2C(=O)N2CCOCC2)cc1 | -2.5%
CC(=O)N(C)Cc1ccccc1C(F)(F)F | -2.4%[44.1 µM]
CCCC(=O)Nc1c(C(=O)N2CCN(c3ccccc3)CC2)oc2ccccc12 | 120.0%[activator][5.79 µM]
Cc1cc(C(=O)N2CCN(c3ccccc3)CC2)c2c(C)nn(-c3cccc(F)c3)c2n1 | 15.7%
CC(C)n1cnnc1CNC(=O)[C@H]1CNC[C@H](C(=O)N2CCOCC2)C1 | -15.6%
CC(C)N(C)Cc1nnnn1CC(=O)N1CCC(CCn2cccn2)CC1 | 0.5%

Continuation.
SMILES | Pf Dd2 growth
CCCNC(=O)C1COC2(CCC(C)CC2)N1C(=O)c1ccc(Cl)c(Cl)c1 (stereo not drawn) | i
Cc1ccc(N(C)C(=O)Cn2nc(Cc3ccncc3)c3ccccc3c2=O)cc1C | ?
Cn1c(NCCO)nc2c1c(=O)n(Cc1ccccc1Cl)c(=O)n2C | 55.8%[activator]
COc1ccc(NC(=O)c2cc3n(n2)CC(c2ccc(Cl)cc2)OC3)cc1OC (stereo not drawn) | -16.7%
COc1ccc(OC)c(NC(=O)c2ccc3c(c2)c(C)c(C)n3Cc2ccc(F)cc2)c1 | i
CCN(Cc1ccccc1)C(=O)CCC1CCN(S(=O)(=O)c2ccccc2)CC1 | ?
COc1ccc(S(=O)(=O)N2[C@H]3CC[C@@H]2c2cnc(C)nc2C3)cc1 | -24.8%
CN(C)CCNC(=O)C(=O)NCC(c1cccnc1)N1CCN(c2ccccc2)CC1 (stereo not drawn) | 0.4%
Cn1nccc1C(=O)N1C[C@@H](COCC2CC2)[C@H](c2ccccn2)C1 | 19.0%
Cc1cc(=O)n(CC(=O)Nc2cccc(F)c2)c(-c2ccccc2)n1 | i
COc1cccc(C(=O)NCC2(COc3cnccn3)C[C@@H](O)[C@@H](O)C2)c1 (stereo partly drawn) | -19.2%[44.1 µM]
CCCC(=O)N1CCC2(CC1)SCC(=O)N2c1ccc(Cl)cc1 | -4.0%
CC(C)CN1CCN(C(=O)CCC[C@@H]2[C@H]3CCCN4CCC[C@@H](CN2Cc2cccnc2)[C@@H]34)CC1 | ?
O=C(C1CCCN(c2nc(-c3ccccc3)nc3c2CCC3)C1)N1CCNCC1 (stereo not drawn) | ?
CC(C)(O)C#Cc1ccc(C(=O)N2CCOCC2CC(=O)NC2CC2)o1 (stereo not drawn) | -17.7%
CCOc1ccc(NC(=O)c2cc(S(=O)(=O)N3CCCCCC3)cn2C)cc1 | 18.2%
COc1ccc(CCNC(=O)C2CC(=O)N(CCc3ccccc3)C2)cc1OC (stereo not drawn) | 70.4%[activator]
O=c1n(-c2ccc(F)cc2F)nc2n1CCN([S+](=O)([O-])c1ccccc1)C2 | 7.4%
CCOc1ccc(N(C)S(=O)(=O)c2ccc3[nH]cc(C(=O)NCc4ccccc4)c(=O)c3c2)cc1 | 53.6%[activator]
CC(C)NC(=O)N1CCN(C(=O)C2CCNCC2)[C@@H](C(=O)N[C@H](Cc2c[nH]c3ccccc23)C(N)=O)C1 | -1.4%
CCCCN(C)C(=O)CN1C(=O)NC2(CCC(C)CC2)C1=O (stereo not drawn) | ?
COC(C)c1cccc(-c2cc(NC3CC3)nc(N)n2)c1 (stereo not drawn) | i
COc1cccc(-c2n[nH]c3c2CC(=O)N(Cc2ccccc2)C3)c1OC | -28.9%[44.1 µM]
O=C1CC(c2ccccc2)Cc2[nH]c(=O)c(-c3nc(-c4cccc(Cl)c4)cs3)cc21 (stereo not drawn) | -0.1%
COCC(=O)N1CCC(C2CCN(S(=O)(=O)c3ccccc3)C2)CC1 (stereo not drawn) | 20.8%

Continued:
SMILES | Pf Dd2 growth
CCN(CC)C(=O)c1cnn(-c2ccc(F)cc2)c1-n1cccc1 | 38.7%[activator]
COCCC(=O)N1CCc2c(n(CCOc3ccccc3)n(-c3ccccc3)c2=O)C1 | 23.2%[44.1 µM]
Cc1nc2c(c(-c3ccc(O)cc3)n1)CN(C(=O)C1CCCC1)CCC2 | -10.9%
c1ccc(C2=NOC3(CCCN(CC4CCCCC4)C3)C2)cc1 (stereo not drawn) | ?
CC(=O)N1CCC2(CC1)C(=O)NN=C2C1CC1 | 12.0%[44.1 µM]
Cc1ccc(NC(=O)Cc2coc3c(C)c(C)ccc23)cc1Cl | -10.0%
CCOc1ccccc1N1CC(c2nc3ccccc3n2CCOc2ccccc2)CC1=O (stereo not drawn) | 11.2%
CCOc1ccc(-n2c(SCC(=O)N3CCCCC3)nc3c([nH]c4ccccc43)c2=O)cc1 | -3.5%
O=C(c1cccc(Cl)c1)N1CCCN(c2nc3ncccc3o2)CC1 | 1.1%
COc1ccc(-n2c(=O)c3sc4ccccc4c3n(CC(=O)NCc3ccccc3)c2=O)cc1 | 28.8%
CCOC(=O)c1sc(NC(=O)c2nc(SC)ncc2Cl)c(C(=O)OCC)c1C | 140.3%[activator]
CCCN(Cc1cccs1)C(=O)Nc1ccc(Br)c(C)c1 | 120.3%[activator][5.79 µM]
COc1ccc(S(=O)(=O)NCCc2nnc3ccc(SCC(=O)Nc4ccc(C(F)(F)F)cc4)nn23)cc1 | ?
COc1ccc(OCC(O)CN2CCC(O)CC2)c(CNCC2(O)CCCCC2)c1 (stereo not drawn) | -13.9%

Screening data deposited in PubChem BioAssay by National Center for Advancing Translational Sciences (NCATS).
